ELG1 genotoxic: genotoxicity induction in ELG1-luciferase HEK293T cells. 330,000 tested, 1.3% active. HEK293T ELG1-luciferase reporter, luminescence, 16 h. Potency, µM (top dose mostly 46 µM), for inactives: at the highest dose activity change, positive = activation, usual class: activators; further: potency means the concentration at half of the fitted maximal effect; % of control where 0% means no effect; nearly all actives have a fitted effect of over 60% in size
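Reporter readout depends on ELG1 protein level, which increases with genetic stress. After 16 hr compound exposure at 37 °C, luciferase activity was quantified using ONE-Glo.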
Rab9 promoter act: activates the Rab9 promoter; Potency, µM (series often up to 9.22 µM), for inactives: at the top dose activation, negative = inhibition, usual class: activators; 320,000 tested, 2.8% active; Huh7 Rab9 promoter-luciferase reporter, luminescence, 24 h; AID 485297; further: potency means the concentration at half of the fitted maximal effect; % of control where 0% means no effect; nearly all actives have a fitted effect of over 60% in size
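Promoter activation is measured as luciferase luminescence in Huh7 cells stably transfected with a Rab9 promoter–luciferase construct, following 24 h compound exposure at 37 °C and 10 min reagent incubation at ambient temperature.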
NPC1 promoter act: NPC1 promoter activation; Huh7 NPC1 promoter luciferase reporter, 24 h; Potency, µM (highest dose often 9.22 µM), for inactives: at the highest dose activation, usual class: activators; 320,000 tested, 2.4% active; AID 485313;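 further: potency means the concentration at half of the fitted maximal effect; % of control where 0% means no effect; nearly all actives have a fitted effect of over 60% in size; reporter is driven by a mutant NPC1 promoter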
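Stably transfected Huh7 (NPC1 promoter→luciferase), 1500 cells/well in Opti-MEM + 10% FBS, 2 h settle, then compound 24 h at 37 °C. Luminescence after 10 min with Amplite reagent.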
BRCA1 expr act: increases BRCA1 expression; MCF7-BRCA1-FFLuc reporter, luminescence, 48 h; response scale: scaled: vehicle 0%, 10 µM genistein 100%; Potency, µM (top dose mostly 46.1 µM), without a hit: at the highest dose activation, hits mostly activators; 380,000 tested, 1.1% active; AID 624202; further: potency means the concentration at half of the fitted maximal effect; nearly all actives have a fitted effect of over 80% in size; some results filed as inactive show a strong effect at the top dose
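Activators of BRCA1 expression were detected as increased firefly luciferase luminescence in engineered MCF7 cells after 48 h compound incubation. Signals were scaled to genistein 10 microM as full activation.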
FLuc modulator: inhibits or activates purified firefly luciferase, miR-21 counter-screen; P08659; purified FLuc, Km substrates, luminescence inhibition; Potency, µM (top dose mostly 57.5 µM), inactives show at the highest dose activity change, negative = inhibition, actives largely listed as inhibitors; 360,000 tested, 6.9% active; AID 588342;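 further: potency means the concentration at half of the fitted maximal effect; plate controls were vehicle for no effect and reference inhibitor for full effect; nearly all actives have a fitted effect of over 55% in size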
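Biochemical qHTS of compounds, final roughly 60 µM downward over six points, against 10 nM purified firefly luciferase using Km concentrations of substrates (10 uM D-luciferin, 10 uM ATP) in Tris acetate pH 7.5 buffer; luminescence output.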
Gal4-VP16 FLuc: Gal4-VP16 reporter inhibition counter-screen; Drosophila S2 Gal4-VP16 UAS-luciferase, luminescence, 20 h; Potency, µM (highest dose often 53.6 µM), for inactives: at the top dose activity, negative = inhibition, most hits filed as inhibitors; AID 2546; 310,000 tested, 3.5% active;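 further: Gal4-VP16 expression switched on by copper sulfate through the metallothionein promoter; potency means the concentration at half of the fitted maximal effect; on the % scale 0 is the no-effect control and ±100 the full control effect; nearly all actives have a fitted effect of over 50% in size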
p53 reactivator: restores transcriptional activity of mutant p53; H1299 p53-A138V BP100-luciferase reporter, luminescence, 24 h; Potency, µM (top dose mostly 92.2 µM), inactives show at the highest dose activity change, positive = activation, actives largely listed as activators; 320,000 tested, 0.063% active; AID 504706; further: potency means the concentration at half of the fitted maximal effect; % of control where 0% means no effect; nearly all actives have a fitted effect of over 45% in size
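p53-null H1299 cells stably carrying temperature-sensitive p53-A138V and a BP100-luciferase reporter were pinned with compounds (4-point, 1:5 series) and held 24 hrs at 37 deg C. Luminescence was read 10 min after detection reagent.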
TRPV1 agonist: activates the human vanilloid receptor TRPV1 | Q8NER1 | TRPV1-expressing cells, Fluo-8 calcium influx, agonist mode | activation, % at 8.33 µM | 320,000 tested, 0.19% active; in the data active means activation above about 80%; inconclusive means between about 30% and that limit; further: 0% is about no effect
Target sequence (Q8NER1 whole entry, looked up): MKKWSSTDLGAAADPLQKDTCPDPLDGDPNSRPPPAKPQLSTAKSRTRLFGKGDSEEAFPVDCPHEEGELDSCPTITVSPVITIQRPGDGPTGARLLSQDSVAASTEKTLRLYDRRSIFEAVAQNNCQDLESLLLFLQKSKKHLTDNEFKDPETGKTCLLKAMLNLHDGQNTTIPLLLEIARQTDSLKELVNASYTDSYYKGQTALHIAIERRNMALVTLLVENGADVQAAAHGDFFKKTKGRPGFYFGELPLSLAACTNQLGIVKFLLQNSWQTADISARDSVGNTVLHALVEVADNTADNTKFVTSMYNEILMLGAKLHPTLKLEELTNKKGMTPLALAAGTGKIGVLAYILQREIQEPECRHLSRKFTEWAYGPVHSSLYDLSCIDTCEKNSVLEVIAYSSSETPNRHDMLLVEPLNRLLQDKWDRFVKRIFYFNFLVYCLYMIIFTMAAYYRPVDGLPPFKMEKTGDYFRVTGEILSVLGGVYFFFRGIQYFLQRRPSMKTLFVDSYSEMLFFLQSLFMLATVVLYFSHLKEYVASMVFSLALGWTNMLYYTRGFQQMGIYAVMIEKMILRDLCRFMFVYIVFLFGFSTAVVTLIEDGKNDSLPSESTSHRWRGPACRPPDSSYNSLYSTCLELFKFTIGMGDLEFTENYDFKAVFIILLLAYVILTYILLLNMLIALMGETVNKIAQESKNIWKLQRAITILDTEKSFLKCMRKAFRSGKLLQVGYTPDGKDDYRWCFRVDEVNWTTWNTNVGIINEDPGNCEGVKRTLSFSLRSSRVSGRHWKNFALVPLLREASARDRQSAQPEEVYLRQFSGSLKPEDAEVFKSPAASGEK
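TRPV1-expressing cells were cultured overnight at 35.5C and loaded with Fluo-8 calcium dye for 40 to 90 min at room temperature. After a 10 s baseline, compound was added and calcium influx was read kinetically for 3 min (ex 480/em 520 nm).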
ELG1 DNA repair: blocks ELG1-dependent DNA repair in HEK293T cells. HEK293T ELG1-luciferase reporter, luminescence, 16 h; DNA damage induced by 5-fluorouridine. Potency, µM (highest dose often 46.1 µM), for the others: at the top dose activity change, negative = inhibition, most hits filed as inhibitors. 330,000 tested, 2.3% active; further: potency means the concentration at half of the fitted maximal effect; on the % scale 0 is the no-effect control and ±100 the full control effect; nearly all actives have a fitted effect of over 55% in size
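Overnight (16 hr) co-exposure of 2,000 cells/well to 5-fluorouridine and compound at 37 °C preceded detection. Luciferase was quantified via ONE-Glo luminescence; loss of signal denotes inhibition.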
Tb PFK inh: blocks T. brucei phosphofructokinase; T. brucei PFK, ADP-Glo luminescence; Potency, µM (highest dose often 57.5 µM), for the others: top-dose activity, negative = inhibition, most hits filed as inhibitors; 330,000 tested, 0.17% active; AID 485367; O15648;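 further: potency means the concentration at half of the fitted maximal effect; 0% = uninhibited 1x PFK enzyme wells and -100% = no-enzyme wells; nearly all actives have a fitted effect of over 60% in size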
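In TEA buffer at pH 8.0 with 5 mM MgCl2, enzyme (1.25 nM) converted F6P (0.5 mM) and ATP (0.1 mM) for 45 min at room temperature. ADP product was read by luciferase luminescence.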
RORg inh: ROR gamma (mouse) transcription inhibition; P51450; Drosophila S2 Gal4-RORgamma UAS-luciferase reporter, 20 h; AID 2551; Potency, µM (series often up to 53.6 µM), inactives show top-dose activity change, negative = inhibition, usual class: inhibitors; 310,000 tested, 5.4% active; further: potency means the concentration at half of the fitted maximal effect; on the % scale 0 is the no-effect control and ±100 the full control effect; nearly all actives have a fitted effect of over 60% in size
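Stable Schneider cell line, Gal4 DNA-binding domain fused to ROR gamma, UAS-luciferase. Cmpd 1 hr RT → CuSO4 700 uM final → 20 hr RT → luciferase reagent 10 min → luminescence.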
* marks the source's active call; other numbers are inactive results; ? = inconclusive; · = no result given; [ ] = another dose, or the depositor's remark. Unless noted, the call rests on the fitted dose curve; in most records, active means well fitted curve in the direction sought with a large enough effect; inconclusive means small, poorly fitted or top-dose-only effect, or another doubt; inactive means no such curve, though single readings can be large; an effect the other way counts as inactive or inconclusive. Outcome played no part in choosing rows; overall some 15% were active at least once.

SMILES	ELG1 genotoxic	Rab9 promoter act	NPC1 promoter act	BRCA1 expr act	FLuc modulator	Gal4-VP16 FLuc	p53 reactivator	TRPV1 agonist	ELG1 DNA repair	Tb PFK inh	RORg inh
Cc1[nH]c(-c2ccc(F)cc2)cc1C(=O)N1CCN(c2ccccc2)CC1	-8.4%	-7.9%	0.2%	-22.1%	-2.5%	-1.7%	-5.0%	6.6	?	1.6%	?
O=C(CSc1nc2[nH]c(=O)[nH]c(=O)c2s1)Nc1cccc(F)c1	-1.3%	1.4%	-6.2%	-23.0%	?	·	-2.7%	0.2	-9.2%	0.0%	·
Cc1nc(=O)c(-c2ccccc2)c(C)n1-c1ccccc1C(=O)O	2.9%	-0.9%	-1.3%	-30.2%	0.2%	-1.2%	6.7%	-1.1	-4.1%	-7.6%	15.3%
CCCCn1c(N)c(N(CC(C)C)C(=O)C2CCN(C(=O)c3ccc(Cl)cc3)CC2)c(=O)[nH]c1=O	-0.1%	0.8%	-2.3%	3.0%	4.9%	·	2.8%	3.0	25.0%	1.8%	·
CCN(CC(=O)NCCc1ccccc1)S(=O)(=O)c1ccccc1	6.5%	-0.6%	0.5%	15.4%	-2.4%	9.3%	-4.2%	-7.6	6.4%	0.0%	26.7%
COc1cc(C(=O)NC(=S)N(CCC#N)Cc2cccnc2)cc(OC)c1OC	1.8%	·	·	-11.2%	·	·	3.6%	·	4.6%	-4.0%	·
CC(C)c1ccc2c(c1)C1(NN=C(c3ccccc3)S1)C(=O)N2 (centres undefined)	19.1%	-0.8%	-6.0%	-53.8%	16.9µM*	5.01µM*	?	3.5	?	-5.0%	5.62µM*
O=C(c1ccc(Cl)c(NC2=NC3CS(=O)(=O)CC3S2)c1)N1CCN(c2ccc(F)cc2)CC1 (centres undefined)	1.9%	-2.7%	0.3%	2.0%	1.2%	0.1%	16.4%	2.0	9.4%	-3.9%	-8.9%
N#Cc1ncc(C(F)(F)F)cc1Oc1cccnc1	0.2%	-1.3%	-0.6%	-1.0%	0.4%	2.9%	-1.6%	2.9	2.0%	0.9%	-3.7%
N/C(=N\OC(=O)c1ccoc1)c1ccc(Br)cc1	3.66µM*	3.16µM*	2.51µM*	?	6.75µM*	?	?	2.8	?	4.3%	?
COCCn1cc(C(=S)N2CCCCC2)c2ccccc21	0.1%	-0.2%	-4.6%	-5.8%	-2.4%	?	-3.7%	11.5	20.6%	-2.7%	15.8µM*
C#CCNC(=O)/C=C/c1ccc(C)cc1	?	3.98µM*	3.16µM*	11.2µM*	10.7µM*	-19.4%	?	20.6	?	-0.5%	?
O=C(NCC(c1ccco1)N1CCN(c2ccccc2F)CC1)OCc1ccccc1 (centres undefined)	-5.1%	0.7%	6.6%	-27.4%	-8.5%	-1.4%	?	-3.3	?	-3.3%	-11.6%
O=C(COC(=O)CCc1ccccc1)NC1CCS(=O)(=O)C1 (centres undefined)	2.3%	-7.1%	1.8%	-11.1%	-1.2%	·	-7.2%	-1.3	9.9%	5.4%	·
Cc1cccn2c(=O)c(C(=O)NC3CCCCC3)c(O)nc12	4.4%	0.2%	-0.2%	-50.9%	-1.8%	7.7%	22.3%	8.0	?	1.2%	-36.4%
CC(C)Oc1ccc(C(=O)Nc2ccccc2N2CCOCC2)cc1	-0.2%	0.2%	-5.2%	-19.1%	?	-0.1%	9.6%	19.9	10.6%	2.0%	9.0%
O=C(COC(=O)c1ccc(OC(F)F)cc1)NCCC1=CCCCC1	2.7%	-2.9%	-2.9%	11.2%	4.9%	·	11.5%	9.8	0.0%	-3.2%	·
CC(C)N(C(=O)NC(=O)NCC1CCCO1)S(C)(=O)=O (centres undefined)	1.1%	5.9%	-1.1%	5.6%	6.1%	4.1%	-2.4%	-1.8	8.7%	1.4%	0.1%
C/C(CC(=O)NCc1ccc(Cl)cc1)=N\NC(=O)COc1ccc(C)cc1Br	14.4%	18.7%	-18.3%	-20.7%	?	-7.0%	12.4%	1.5	-7.5%	0.1%	-34.3%
Cc1c(NS(=O)(=O)c2cc(C(=O)N(C)Cc3ccccc3)ccc2Cl)c(=O)n(-c2ccccc2)n1C	-1.1%	·	·	-16.0%	·	·	-5.2%	·	0.2%	2.7%	·
Cc1cc(C)c2c(=O)[nH]c(SCC(=O)Nc3cccc(S(=O)(=O)N(C)C)c3)nc2n1	1.1%	1.8%	0.7%	-15.3%	·	·	3.0%	-2.1	-1.6%	-13.8%	·
C=CCn1c(SCc2csc(C)n2)nc2sc3c(c2c1=O)CCCCC3	-3.0%	-2.7%	-2.5%	-1.9%	-1.2%	0.3%	-1.5%	14.0	?	-3.8%	5.4%
CN(C)C1C(=O)c2ccccc2C1=O	0.6%	1.9%	0.4%	-10.1%	0.6%	-3.0%	-3.1%	-3.2	-4.1%	-4.0%	-5.8%
COC(=O)CCCCCNc1ccc(C(=O)OC)cc1N	-1.8%	0.4%	2.2%	2.9%	?	4.0%	1.3%	-2.1	-17.0%	1.3%	-23.1%
COc1ccc(S(=O)(=O)Nc2cc(C)c(O)c(S(=O)(=O)c3ccccc3)c2)cc1	-1.0%	-5.0%	-0.7%	1.5%	-1.6%	-5.0%	9.8%	0.2	6.5%	-3.7%	9.9%

Of the compounds above, these contain a cyano group:
SMILES	ELG1 genotoxic	Rab9 promoter act	NPC1 promoter act	BRCA1 expr act	FLuc modulator	Gal4-VP16 FLuc	p53 reactivator	TRPV1 agonist	ELG1 DNA repair	Tb PFK inh	RORg inh
COc1cc(C(=O)NC(=S)N(CCC#N)Cc2cccnc2)cc(OC)c1OC	1.8%	·	·	-11.2%	·	·	3.6%	·	4.6%	-4.0%	·
N#Cc1ncc(C(F)(F)F)cc1Oc1cccnc1	0.2%	-1.3%	-0.6%	-1.0%	0.4%	2.9%	-1.6%	2.9	2.0%	0.9%	-3.7%

Later entries:
SMILES	ELG1 genotoxic	Rab9 promoter act	NPC1 promoter act	BRCA1 expr act	FLuc modulator	Gal4-VP16 FLuc	p53 reactivator	TRPV1 agonist	ELG1 DNA repair	Tb PFK inh	RORg inh
CCCCc1cc(C)c(S(=O)(=O)c2ccccc2C)c(=O)[nH]1	-4.7%	2.8%	-2.5%	-11.8%	-1.1%	2.0%	3.8%	3.0	?	0.1%	37.6%
CS(=O)(=O)Nc1nnc(Cc2ccccc2)s1	0.0%	6.7%	-2.4%	-1.4%	5.1%	-8.1%	0.5%	-6.2	-2.5%	-1.0%	-1.8%
CCCOc1ccc(CC(=O)NCc2ccco2)cc1OC	-1.8%	4.0%	5.0%	-0.7%	3.9%[2.3 µM]	4.8%	12.4%	3.4	-1.2%	-5.1%	11.2µM*
CC(=O)Nc1ccc(C(=O)Nc2cccc(-c3cnc4ccccc4n3)c2)cc1	16.9%	0.5%	-16.1%	-3.5%	-0.2%	?	3.9%	3.8	?	-0.4%	-36.9%
COc1ccc(CCNC(=O)COC(=O)c2ccc(C)s2)cc1OC	1.0%	-1.1%	-0.8%	-6.7%	2.0%	·	-5.1%	2.9	-3.8%	-1.2%	·
CCS(=O)(=O)Nc1cc(C(=O)OC)ccc1C(=O)OC	-0.2%	-0.3%	0.1%	15.3%	-0.2%	4.2%	5.5%	0.7	7.8%	1.1%	10.4%
CCCCCN(C(=O)CCC(=O)OCCOc1cccc(Cl)c1)c1c(N)n(CCCC)c(=O)[nH]c1=O	-0.5%	-1.9%	-3.6%	-23.3%	3.5%	·	2.7%	-0.3	-19.2%	0.5%	·
CCS(=O)(=O)N1CCC(C(=O)NCc2ccccn2)CC1	2.8%	-14.2%	-1.5%	-1.9%	-2.5%	·	6.0%	0.5	1.0%	-12.4%	-15.3%[0.365 µM]
COc1ccc(C(=O)NCC(c2ccco2)N2CCc3ccccc32)c(OC)c1 (centres undefined)	-28.6%	-3.4%	-0.5%	-42.1%	-1.7%	·	-3.9%	?	?	-7.9%	·
O=C1CCCN1CCC12CC3CC(CC(C3)C1)C2	-1.3%	-4.2%	-6.2%	2.4%	-1.6%	-18.7%	3.1%	?	-11.6%	2.3%	?

Screening data: PubChem BioAssay, National Center for Advancing Translational Sciences (NCATS)
